High-throughput results (PubChem)
Anesthetic bind: candidate novel general anesthetic via apoferritin binding | P02791 | apoferritin/1-aminoanthracene competitive binding, fluorescence | Potency, µM (highest dose often 77.5 µM), for inactives: at the top dose activity change, negative = displacement, usual class: inhibitors | 0.074% of 350,000 active; further: on the % scale 0 is the no-effect control and ±100 the full control effect; nearly all actives have a fitted effect of over 20% in size
Target sequence (P02791 2-175 limits assumed): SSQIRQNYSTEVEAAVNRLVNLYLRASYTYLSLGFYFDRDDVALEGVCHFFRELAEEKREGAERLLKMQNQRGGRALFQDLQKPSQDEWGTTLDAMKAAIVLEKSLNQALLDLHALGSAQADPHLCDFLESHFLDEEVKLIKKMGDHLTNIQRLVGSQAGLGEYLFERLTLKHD
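Horse-spleen apoferritin (10 uM) in 50% saturated 1-aminoanthracene in PBS was incubated 10 min at room temperature with compound. Fluorescence (ex 380, em 535 nm) was normalized to free and bound 1-AMA, with concentration-response fitted by a four-parameter Hill equation.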
Pol eta inh: DNA polymerase eta (human) inhibition; Q9Y253; recombinant Pol eta, fluorescent DNA replication assay; Potency, µM (doses to about 114 µM), for the others: at the top dose activity change, negative = inhibition, actives largely listed as inhibitors; 1.2% of 390,000 active; AID 588591; further: on the % scale 0 is the no-effect control and ±100 the full control effect
Target sequence (Q9Y253 whole entry, looked up): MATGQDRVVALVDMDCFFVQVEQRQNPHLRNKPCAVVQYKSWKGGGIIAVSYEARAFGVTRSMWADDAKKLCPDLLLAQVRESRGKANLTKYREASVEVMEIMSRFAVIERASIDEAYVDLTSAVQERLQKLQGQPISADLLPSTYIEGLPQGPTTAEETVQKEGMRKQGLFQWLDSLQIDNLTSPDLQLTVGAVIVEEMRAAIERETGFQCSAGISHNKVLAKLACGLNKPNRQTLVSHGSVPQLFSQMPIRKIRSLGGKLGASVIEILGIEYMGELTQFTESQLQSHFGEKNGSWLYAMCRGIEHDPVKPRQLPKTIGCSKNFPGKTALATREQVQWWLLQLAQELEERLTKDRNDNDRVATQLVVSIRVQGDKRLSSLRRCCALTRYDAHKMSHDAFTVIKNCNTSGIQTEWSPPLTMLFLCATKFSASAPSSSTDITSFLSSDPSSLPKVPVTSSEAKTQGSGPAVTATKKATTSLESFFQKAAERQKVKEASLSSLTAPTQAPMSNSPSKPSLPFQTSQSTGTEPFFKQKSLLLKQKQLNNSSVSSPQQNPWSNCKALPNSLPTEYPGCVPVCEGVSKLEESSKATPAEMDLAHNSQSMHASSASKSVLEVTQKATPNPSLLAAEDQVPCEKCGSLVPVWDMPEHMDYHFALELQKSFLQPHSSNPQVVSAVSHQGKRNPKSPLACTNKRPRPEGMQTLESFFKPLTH
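Fluorescent replication assay: 50 nM final substrate added after a 15 min room-temperature compound preincubation with 10 nM enzyme. Signal taken at 0 min and again at 10 min.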
POLB inh: DNA polymerase beta (human) inhibition | P06746 | Pol beta primer extension/strand displacement, fluorescence kinetic | Potency, µM (titrated, usually from 114 µM), inactives show top-dose activity change, negative = inhibition, hits mostly inhibitors | 1.3% of 340,000 active; further: on the % scale 0 is the no-effect control and ±100 the full control effect
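Curves were derived by four-parameter Hill fits of normalized qHTS data. The kinetic fluorescent primer-extension read was taken at 0 and 10 min after 50 nM substrate, following a 15 min room-temperature preincubation of 10 nM enzyme with compounds.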
Pol iota inh: blocks human DNA polymerase iota activity; AID 588590; 1% of 390,000 active; Potency, µM (top dose mostly 115 µM), without a hit: top-dose activity, negative = inhibition, actives largely listed as inhibitors; Pol iota fluorescent replication assay, 10 min
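Fluorescent replication assay read twice, at 0 min and 10 min after adding 50 nM (final) substrate. Enzyme (10 nM) and compounds were first incubated 15 min at room temperature; enzyme-free buffer wells were negative controls.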
BAZ2B inh: inhibitors of human BAZ2B bromodomain. AlphaScreen BAZ2B-H3K14Ac peptide displacement. Potency, µM (series often up to 114 µM), without a hit: top-dose activity change, negative = inhibition, usual class: inhibitors. AID 504333. 4.4% of 360,000 active. Q9UIF8; further: on the % scale 0 is the no-effect control and ±100 the full control effect; nearly all actives have a fitted effect of over 60% in size
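BAZ2B 50 nM plus b-H3(5-23)K14Ac 50 nM, PBS pH 7.4/0.01% Tween-20, 30 min RT; compound added (max 110 uM), 30 min RT; streptavidin donor/Ni-chelate acceptor beads 10 ug/mL final, 20 min dark; AlphaScreen read.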
APEX1 inh: inhibitors of human APE1 endonuclease. P27695. recombinant APE1, TAMRA/BHQ-2 abasic DNA cleavage fluorescence. Potency, µM (series often up to 65.8 µM), for the others: at the highest dose activity change, negative = inhibition, most hits filed as inhibitors. 0.35% of 350,000 active. AID 2517;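 further: plate controls were vehicle for no effect and reference inhibitor for full effect; nearly all actives have a fitted effect of over 55% in size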
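Endonuclease cleavage of a quenched abasic-site DNA duplex (50 nM) by APE1 (0.75 nM) was tracked by TAMRA dequenching. Compounds were preincubated with enzyme 15 min at room temperature; data normalized to buffer-only and DMSO wells plus NSC13755 control.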
BLM inh: Bloom syndrome helicase (human) inhibition; P54132; recombinant BLM DNA unwinding, fluorescence dequenching; AID 2528; Potency, µM (highest dose often 56.1 µM), for the others: at the top dose activity change, negative = inhibition, most hits filed as inhibitors; 0.2% of 350,000 active;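 further: plate controls were vehicle for no effect and no enzyme for full effect; nearly all actives have a fitted effect of over 35% in size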
G9a inh: blocks human histone lysine methyltransferase G9a. G9a H3K9 monomethylation, AlphaScreen, 2 h. Potency, µM (doses to about 102 µM), inactives show top-dose activity, negative = inhibition, most hits filed as inhibitors. AID 504332. 8.8% of 350,000 active. Q96KQ7; further: on the % scale 0 is the no-effect control and ±100 the full control effect; nearly all actives have a fitted effect of over 75% in size
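Step 1: enzyme (final 20 nM) with compound, 15 min RT. Step 2: substrate peptide 500 nM and SAM 20 uM, 2 h RT. Step 3: anti-H3K9me1 antibody and AlphaScreen beads, 10 min, then plate read.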
Pol kappa inh: DNA polymerase kappa (human) inhibition; Potency, µM (series often up to 107 µM), without a hit: at the top dose activity, negative = inhibition, hits mostly inhibitors; purified Pol kappa, fluorescent DNA synthesis assay, 10 min; AID 588579; 0.53% of 400,000 active; Q9UBT6; further: on the % scale 0 is the no-effect control and ±100 the full control effect
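Readout: fluorescence, taken kinetically at 0 and 10 min. Conditions: 10 nM Pol kappa, 15 min RT compound preincubation, 50 nM substrate final. Controls: enzyme-free buffer wells.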
* = called active by the depositor; ? = inconclusive; . = not tested or not shown; [ ] = another dose, or the depositor's remark. The call rests on the fitted dose curve; in most records, active means well fitted curve in the direction sought with a large enough effect; inconclusive means small, poorly fitted or top-dose-only effect, or another doubt; inactive means no such curve, though single readings can be large; an effect the other way counts as inactive or inconclusive. Potency means the concentration at half of the fitted maximal effect.

SMILES	Anesthetic bind	Pol eta inh	POLB inh	Pol iota inh	BAZ2B inh	APEX1 inh	BLM inh	G9a inh	Pol kappa inh
COc1ccc(C2(O)CCN(C(=O)Cc3cccnc3)CC2)cc1	3.5%	-3.7%	18.5%	3.6%	6.1%	-2.5%	-1.9%	-5.2%[12.7 µM]	-13.0%
Cc1ccc(C(=O)OCC(=O)N(CC(C)C)c2c(N)n(Cc3ccccc3)c(=O)[nH]c2=O)o1	.	-18.7%	.	18.3%	6.9%	-8.9%	.	-8.9%	-5.6%
COc1ccc(N2CCN(c3nc(Nc4ccc(F)cc4)nc(OC)n3)CC2)cc1	-8.7%	.	2.6%	.	11.0%	-0.6%	-1.9%	19.0%	.
O=C(CN(c1ccccc1)S(=O)(=O)c1ccccc1)Nc1ccccc1C(=O)NCc1ccco1	0.8%	-15.0%	-1.0%	1.5%	-28.7%	2.0%	-7.3%	-0.8%	-5.3%
Cc1ccc(NC2=C(Cl)C(=O)OC2OC(=O)c2ccccc2)c(C)c1 (configuration not stated)	-17.9%	-21.7%	4.8%	54.4%[activator]	.	9.0%	-11.2%	?	-0.6%
Cc1ccc(OCC(O)CN2CCN(CC(O)COc3ccc(C)cc3)CC2)cc1 (configuration not stated)	-4.9%	-4.0%	-10.7%	5.5%	3.1%	-3.9%	4.4%	12.7%	-5.6%
Nc1ccccc1C(=O)NCCN1CCNC1=O	-6.2%	-26.8%	0.1%	30.2%[activator]	-0.2%	-1.0%	-6.8%	3.7%	5.3%
CC(=O)c1c(C)nn(CC(O)Cn2c3c(c4cc(C)ccc42)CCCC3=O)c1C (configuration not stated)	-1.9%	-0.4%	23.8%	15.2%	0.5%	-1.3%	0.2%	?	-14.7%
CN1CCN(NC(=O)/C=C/c2ccc(C(C)(C)C)cc2)CC1	?	-17.0%	27.5%	35.7%[activator]	-1.6%	-5.7%	1.4%	.	5.4%
O=C(O)c1cc(Cl)c2c(c1)OCO2	5.4%	22.4µM*	?	?	-36.8%	?	-1.2%	4.3%[12.7 µM]	-39.4%

Retrieved by compound from above, 2 records:
SMILES	Anesthetic bind	Pol eta inh	POLB inh	Pol iota inh	BAZ2B inh	APEX1 inh	BLM inh	G9a inh	Pol kappa inh
Cc1ccc(OCC(O)CN2CCN(CC(O)COc3ccc(C)cc3)CC2)cc1 (configuration not stated)	-4.9%	-4.0%	-10.7%	5.5%	3.1%	-3.9%	4.4%	12.7%	-5.6%
CC(=O)c1c(C)nn(CC(O)Cn2c3c(c4cc(C)ccc42)CCCC3=O)c1C (configuration not stated)	-1.9%	-0.4%	23.8%	15.2%	0.5%	-1.3%	0.2%	?	-14.7%

Following part:
SMILES	Anesthetic bind	Pol eta inh	POLB inh	Pol iota inh	BAZ2B inh	APEX1 inh	BLM inh	G9a inh	Pol kappa inh
COc1ccc(CCNC(=O)CN2C(=O)NC(C)(c3ccc([N+](=O)[O-])cc3)C2=O)cc1 (configuration not stated)	-7.8%	4.5%	-0.2%	73.0%[activator]	-15.7%	-5.8%	-2.7%	-44.3%	-11.2%
CC1CCCCN1CC(=O)NC(=O)NCc1ccccc1 (configuration not stated)	0.7%	-20.3%	12.3%	117.2%[activator]	0.4%	-10.1%	1.0%	?	-8.0%
O=C(NCCN1CCOCC1)/C(=C\c1ccccc1Cl)NC(=O)c1ccccc1	-1.9%	-7.8%	24.8%	-9.5%	-5.3%	-7.3%	0.1%	-4.3%[0.0925 µM]	-9.6%
COc1ccc(CCNC(=O)C(=O)NCc2ccc(C(C)C)cc2)cc1OC	-11.5%	4.0%	12.1%	13.3%	-0.7%	-0.9%	-0.3%	1.3%[59 µM]	-17.0%
Cc1nc(SCC(=O)N2CCCc3ccccc32)c2oc3ccccc3c2n1	-14.3%	-4.6%	16.5%	-9.9%	-7.0%	-1.1%	-1.6%	-38.0%	7.6%
COc1ccccc1NC(=O)N1CCN(c2cccc(C(F)(F)F)c2)CC1	-16.4%	-3.7%	?	-3.0%	3.4%	-3.2%	-4.3%	-1.3%[59 µM]	-7.6%
O=C(C[C@H]1C/C=C\CCCCC(=O)OC[C@H]2CCCN2C1=O)N[C@H](CO)Cc1ccccc1	.	-19.3%	.	23.7%	.	-5.1%	.	.	3.0%
O=C(CCn1c(=O)[nH]c2ccccc2c1=O)Nc1ccccc1	-10.3%	-3.6%	19.7%	7.1%	-34.9%	-2.4%	-2.6%	-10.3%[59 µM]	-7.6%
Nc1nc(NCCOCCO)nc(NCC2CCCO2)c1[N+](=O)[O-] (configuration not stated)	1.6%	1.2%	25.7%	17.8%	2.7%	-2.3%	2.4%	9.0%	-13.9%
Cc1ccc(C(=O)C(C)N2C(=O)NC(C)(c3ccccc3)C2=O)cc1 (configuration not stated)	-14.8%	5.8%	0.0%	115.2%[activator]	-11.7%	-5.5%	-5.7%	1.3%	-16.6%

Three compounds from above, sorted by their value in BAZ2B inh, low to high:
Structure,Pol eta inh,Pol iota inh,BAZ2B inh,BLM inh,G9a inh,Pol kappa inh
Cc1ccc(C(=O)C(C)N2C(=O)NC(C)(c3ccccc3)C2=O)cc1 (configuration not stated),5.8%,115.2%[activator],-11.7%,-5.7%,1.3%,-16.6%
COc1ccc(CCNC(=O)C(=O)NCc2ccc(C(C)C)cc2)cc1OC,4.0%,13.3%,-0.7%,-0.3%,1.3%[59 µM],-17.0%
COc1ccccc1NC(=O)N1CCN(c2cccc(C(F)(F)F)c2)CC1,-3.7%,-3.0%,3.4%,-4.3%,-1.3%[59 µM],-7.6%

More records:
SMILES	Anesthetic bind	Pol eta inh	POLB inh	Pol iota inh	BAZ2B inh	APEX1 inh	BLM inh	G9a inh	Pol kappa inh
CCCc1nc2c(=O)n(C)c(=O)[nH]c2n1C	6.9%	-6.1%	-1.0%	13.7%	-10.8%	-1.0%	-3.4%	-5.9%[59 µM]	0.4%
N#Cc1cc(C(=O)c2ccccc2O)cn(-c2ccc(Cl)cc2)c1=O	-12.4%	-17.5%	-2.8%	49.7%[activator]	-21.8%	0.5%	0.9%	?	-5.6%
CCc1ccccc1N(C)C(=O)Cn1cnc2sc(C)c(S(=O)(=O)N3CCC(C)CC3)c2c1=O	-2.1%	-9.3%	-4.4%	-4.8%	-6.3%	.	0.2%	-20.2%[59 µM]	-6.5%
CC1=CC(C)(C)Nc2ccc(OC(=O)C(Cc3ccccc3)N3C(=O)C4CCCCC4C3=O)cc21 (configuration not stated)	66.1%[activator]	-14.6%	-26.4%	12.7%	-37.8%	-4.1%	-10.7%	50.1µM*	-8.3%
CC1CN(C(=S)SCC(=O)c2ccccc2)CC(C)O1 (configuration not stated)	-8.4%	-4.8%	1.8%	0.7%	1.1%	-2.0%	-2.4%	1.78µM*	2.3%
NS(=O)(=O)c1ccc(CCNC(=O)c2ccc(Cl)cc2[N+](=O)[O-])cc1	-5.4%	-7.7%	0.3%	10.1%	-15.0%	19.6%	-4.2%	.	1.6%
Cc1cc(C)c2c(N=NN3CCCCC3)[nH]nc2n1	-3.2%	-4.9%	-2.2%	-21.6%	-12.1%	17.4%	1.6%	44.7µM*	-15.6%
Cc1ccc(S(=O)(=O)N(C(=O)c2ccncc2)c2ccc(OC(=O)c3ccncc3)cc2)c(C)c1	-6.5%	-5.8%	-5.1%	-11.2%	-3.9%	0.6%	-0.1%	?	-16.0%
O=C(CC(c1ccccc1)c1ccccc1)Nc1ccc(Cl)cn1	7.1%	-11.6%	17.6%	-0.6%	-2.0%	10.3%	-10.6%	-4.8%[59 µM]	-17.0%
CCc1nn(CC(=O)NC(C)C)c(=O)c2cc3cc(F)ccc3n12	-5.2%	-17.1%	28.5%	10.1%	-2.0%	.	-1.6%	-9.8%[59 µM]	1.1%
COc1ccccc1CNC(=O)Cn1c(=O)ccc2cc(S(=O)(=O)N3CCC(C)CC3)ccc21	3.3%	-4.2%	20.4%	-23.0%	-31.4%	.	-0.2%	-7.6%[59 µM]	-9.6%[60.1 µM]
Cc1ccc2nc3n(c2c1)CCCN3	.	-11.9%	.	-7.4%	-4.7%	-1.7%	.	2.1%[2.33 µM]	-15.8%
Cc1ccc(N(CC(=O)N=Nc2c(O)[nH]c3ccccc23)S(C)(=O)=O)c(C)c1	-16.3%	-13.9%	2.7%	93.6%[activator]	-2.9%	-1.8%	-2.7%	-7.3%	-12.6%
c1ccc2c(c1)Cn1nc(Cc3nc4c(s3)CCCC4)nc1-2	-15.1%	?	19.8%	-4.8%	2.2%	-3.6%	-1.2%	?	-11.4%
COc1ccc(NC(=O)CN(C)C(=O)c2cccc(NS(=O)(=O)c3ccc(Br)cc3)c2)cc1	.	-19.4%	.	34.7%[activator]	-36.2%	-13.2%	.	-50.3%	0.4%
CCOC(=O)Nc1ccc2c(c1)N(C(=O)CCN(C)C)c1ccccc1CC2	-6.3%	0.6%	24.2%	?	4.7%	12.0%	-0.3%	5.7%	-4.3%
Cc1cc(C)cc(OCC(O)CN2CCN(C(=O)c3ccco3)CC2)c1 (configuration not stated)	2.8%	3.0%	8.7%	?	-12.7%	64.9%[activator]	1.2%	11.6%	-7.8%
O=C(NCCc1ccccn1)C(F)(F)C(F)(F)C(F)(F)C(F)(F)C(F)(F)C(F)F	?	-8.3%	-2.9%	94.4%[activator]	15.2%	8.3%	-19.5%	?	-14.1%
COC(=O)CC1C(=O)NCCN1C(=O)CSc1nc2ccccc2c(=O)n1CC(C)C (configuration not stated)	-6.2%	-16.9%	0.0%	126.3%[activator]	-7.6%	0.0%	-3.2%	2.5%	-3.8%
O=C(NCc1ccccc1)C1=C[C@@H](C2CC2)C[C@@H](OCCCCO)O1	-3.4%	-12.9%	3.0%	-4.4%	-3.7%	14.3%	-12.2%	-5.7%[59 µM]	-4.2%
COc1cccc(C2=CC(c3ccccc3)n3nnnc3N2)c1 (configuration not stated)	300.8%[activator]	-9.9%	?	5.4%	3.1%	0.4%	-4.7%	39.8µM*	-3.5%

Just Pol eta inh, for some of the entries so far:
mol	Pol eta inh
COc1cccc(C2=CC(c3ccccc3)n3nnnc3N2)c1 (configuration not stated)	-9.9%
c1ccc2c(c1)Cn1nc(Cc3nc4c(s3)CCCC4)nc1-2	?

Only part of the results is shown. The share of hits here may be higher or lower than overall.
